High-throughput results (PubChem)
GLP1R inv ag – qHTS of GLP-1 Receptor Inverse Agonists (Inhibition Mode); HEK293 GLP-1R CRE-luciferase, luminescence, 24 h; GLP-1R form is constitutively active; Glucagon-like peptide 1 receptor (Homo sapiens), P43220; AID 624417, 2012; Potency, µM (top dose mostly 38.3 µM), without a hit: at the highest dose activity change, negative = inhibition, actives largely listed as inhibitors; actives 1.6% (n = 410,000); note: potency is the fitted concentration of half-maximal effect; % is set by controls: 0 for no effect and ±100 for the full control effect; nearly all actives have a fitted effect of over 55% in size
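qHTS in 1536-well format: reporter HEK293 cells expressing constitutive GLP-1R activity in DMEM + 10% Nu serum, 24 hr with compounds at 37 deg C, luminescence read after 12 min with detection reagent.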
PLK1 PBD inh – qHTS for Inhibitors of PLK1-PDB (polo-like kinase 1 - polo-box domain): Primary Screen | Potency, µM, without a hit: max response, negative = inhibition, actives largely listed as inhibitors | actives 2.8% (n = 360,000) | Serine/threonine-protein kinase PLK1 (Homo sapiens), P53350 | Plk1 PBD binding of FITC phosphopeptide, fluorescence polarization; note: potency is the fitted concentration of half-maximal effect; series mostly up to about 57 µM; % is set by controls: 0 for no effect and ±100 for the full control effect; nearly all actives have a fitted effect of over 65% in size
EPAC1 agonist – qHTS for Agonist of cAMP-regulated guanine nucleotide exchange factor 3 (EPAC1): primary screen. Rap guanine nucleotide exchange factor 3 (Homo sapiens), O95398. EPAC1 agonist qHTS, biochemical assay; response scale: 100% = response to 6.5 mM cAMP. Potency, µM (doses to about 154 µM), inactives show at the top dose activation, hits mostly activators. actives 0.073% (n = 360,000). AID 720707, 2013; note: potency is the fitted concentration of half-maximal effect; nearly all actives have a fitted effect of over 60% in size
Target sequence (O95398 whole entry, looked up): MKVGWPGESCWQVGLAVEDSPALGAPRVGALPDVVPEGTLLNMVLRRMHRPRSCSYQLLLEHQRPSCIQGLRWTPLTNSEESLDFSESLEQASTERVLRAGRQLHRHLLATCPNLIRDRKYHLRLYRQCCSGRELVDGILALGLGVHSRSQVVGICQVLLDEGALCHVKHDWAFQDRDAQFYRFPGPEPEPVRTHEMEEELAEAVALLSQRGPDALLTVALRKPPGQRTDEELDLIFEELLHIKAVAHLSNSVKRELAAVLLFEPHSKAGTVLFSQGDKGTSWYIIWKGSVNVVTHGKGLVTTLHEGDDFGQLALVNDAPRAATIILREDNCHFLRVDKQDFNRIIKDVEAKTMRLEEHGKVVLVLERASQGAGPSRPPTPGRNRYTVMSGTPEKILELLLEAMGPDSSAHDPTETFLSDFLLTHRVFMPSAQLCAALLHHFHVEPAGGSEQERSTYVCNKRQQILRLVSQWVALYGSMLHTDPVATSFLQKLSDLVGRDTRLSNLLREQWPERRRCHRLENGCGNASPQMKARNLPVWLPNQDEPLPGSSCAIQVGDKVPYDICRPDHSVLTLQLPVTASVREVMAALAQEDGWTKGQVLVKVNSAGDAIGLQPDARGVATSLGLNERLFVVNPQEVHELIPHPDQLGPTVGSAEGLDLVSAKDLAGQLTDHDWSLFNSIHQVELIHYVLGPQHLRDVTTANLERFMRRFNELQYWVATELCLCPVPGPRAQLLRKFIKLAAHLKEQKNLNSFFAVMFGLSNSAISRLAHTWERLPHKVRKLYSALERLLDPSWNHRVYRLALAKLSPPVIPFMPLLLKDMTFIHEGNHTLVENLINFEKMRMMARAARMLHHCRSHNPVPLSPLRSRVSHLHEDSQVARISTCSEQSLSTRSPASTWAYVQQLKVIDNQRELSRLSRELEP
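Normalized to 6.5 mM cAMP, activity reflects EPAC1-catalysed release of BODIPY-GDP from Rap1B, followed kinetically over 30 min at 480 nm excitation, 540 nm emission. Reaction contained 100 nM EPAC1, 250 nM Rap1B-BODIPY-GDP, 50 uM GDP.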
EPAC1 antagonist – qHTS for Antagonist of cAMP-regulated guanine nucleotide exchange factor 3 (EPAC1): primary screen | Rap guanine nucleotide exchange factor 3 (Homo sapiens), O95398 | EPAC1 GEF assay, Rap1b-BODIPY-GDP exchange fluorescence | Potency, µM (titrated, usually from 115 µM), for inactives: at the top dose activity change, negative = inhibition, most hits filed as inhibitors | actives 0.14% (n = 360,000) | AID 720709, 2013;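 note: potency is the fitted concentration of half-maximal effect; plate controls were vehicle for no effect and positive control for full effect; nearly all actives have a fitted effect of over 50% in size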
GLP1R cytotox – qHTS of GLP-1 Receptor Inverse Agonists: Cytotox Screen. Potency, µM (highest dose often 38.3 µM), without a hit: at the highest dose activity change, negative = inhibition, usual class: inhibitors. HEK293 cAMP-luciferase reporter cells, luminescence, 24 h. actives 0.13% (n = 410,000). AID 624418, 2012;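 note: loss of luciferase light is scored as toxicity; potency is the fitted concentration of half-maximal effect; % is set by controls: 0 for no effect and ±100 for the full control effect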
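MLSMR compounds, 24 hr on cells at 37 deg C/5% CO2; luminescence after luciferase reagent (12 min RT). Inhibition counted as the undesired cytotoxic outcome.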
PI5P4Ka inh – qHTS for Inhibitors of phosphatidylinositol 5-phosphate 4-kinase (PI5P4K); actives 1.2% (n = 330,000); Phosphatidylinositol 5-phosphate 4-kinase type-2 alpha (Homo sapiens), P48426; PI5P4Kalpha enzyme, ADP-Glo luminescence, 60 min; hits give low values; max response, %; active = max response of -50% or lower; inconclusive = between -30% and -50%; inactive = -30% or higher; note: value at the top dose of about 77 µM; % is set by controls: 0 for no effect and ±100 for the full control effect
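Quantitative HTS of the MLSMR library against PI5P4Kalpha with substrate. ATP added last at 5 microM final; room temperature, 60 minutes. Remaining ATP depleted, ADP converted and read as luminescence.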
PTHR1 agonist – qHTS for PTHR1 Agonists: Primary Screen. Parathyroid hormone/parathyroid hormone-related peptide receptor (Homo sapiens), Q03431. HEK293 GP2 PTHR1 cells, GloSensor cAMP luminescence, 1 h. Potency, µM (doses to about 115 µM), inactives show top-dose activation, hits mostly activators. actives 0.075% (n = 410,000). AID 743266, 2014; note: potency is the fitted concentration of half-maximal effect; nearly all actives have a fitted effect of over 55% in size; some results filed as inactive show a strong effect at the top dose; inactives centre near -15; many of its hits are not listed in these tables
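HEK-293-derived GP2 cells expressing PTHR1 and a GloSensor cAMP reporter, 3,000/well, plated overnight, given luciferin plus IBMX (each 0.5 mM as added) for 1 h at 37 °C, then compound for 1 h at 37 °C. Luminescence was read after 15 min at room temperature.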
GLP1R ag – qHTS of GLP-1 Receptor Agonists; Glucagon-like peptide 1 receptor (Homo sapiens), P43220; HEK293 GLP-1R CRE-luciferase, luminescence, 4-6 h; cells express a hypersensitive GLP-1R form; Potency, µM (top dose mostly 45.6 µM), without a hit: at the highest dose activation, usual class: activators; actives 0.007% (n = 380,000); AID 624172, 2012; note: potency is the fitted concentration of half-maximal effect; % of control where 0% means no effect
IL-2 act – qHTS of IL-2 Activators; IL-2 activation reporter assay, cell-based qHTS; stimulated with anti-CD3/CD4/CD28 beads; in transgenic mouse T cells; activation, % (series mostly up to about 46 µM); actives 0.065% (n = 360,000); in the data active = activation above about 50%; inconclusive = mostly about 30% to 49%; note: 0% is about no effect
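Readout: EGFP and DsRed signals by fluorescent plate cytometry. Unstimulated transgenic mouse T cells received compound 60 min before antibody-bead stimulation, then incubated 18 h at 37 degrees C.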
* hit, by the source's call; i = inactive; ? = inconclusive; nt = not tested or not shown; [ ] = remark or other dose. Unless noted, calls come from the whole dose curve; as a rule, active = well fitted curve in the direction sought with a large enough effect; inconclusive = small, poorly fitted or top-dose-only effect, or another doubt; inactive = no such curve, though single readings can be large; an effect the other way counts as inactive or inconclusive. Only part of the results is shown, so the mix of outcomes need not match the whole.

Compound	PTHR1 agonist	PLK1 PBD inh	GLP1R cytotox	IL-2 act	GLP1R inv ag	PI5P4Ka inh	EPAC1 agonist	EPAC1 antagonist	GLP1R ag
CC(C)Cn1c(SC(C)C(=O)Nc2ccc(N3CCOCC3)cc2)nc2ccccc21 (stereo not given)	i	1.4%	4.7%	-2.0	-15.7%	-1.7	-1.3%	-19.5%	1.1%
O=C(NCCc1cccc(Cl)c1)c1cccnc1	-6.8%[57.5 µM]	-10.5%	21.1%	-2.8	-10.1%	-5.1	3.1%	-6.4%	-1.7%
OC(c1ccc(F)cc1)c1nc(-c2cncnc2)cs1 (stereo not given)	i	-4.8%	1.4%	-0.3	-6.3%	-6.2	-6.0%	-8.6%	10.1%
Cc1ccc(C(=O)OCC(=O)NN2C(=O)NC3(CCC(C)CC3)C2=O)cc1 (stereo not given)	-14.3%	-3.1%	-1.2%	-1.4	-4.7%	5.6	-2.2%	-24.9%	20.7%
C=CCNC(=O)c1sc(SC)cc1-c1ccc(Cl)cc1	-23.3%	3.1%	7.5%	0.3	?	17.1	8.8%	-17.5%	3.5%
Cc1ccnc(NC(=O)CCS(=O)(=O)c2ccccc2)c1	-13.3%	-5.0%	3.4%	0.9	7.1%	-7.6	9.4%	-23.9%	14.5%
Cc1ccc(NC(=O)C(=O)Nc2ccc(C)cn2)nc1	-4.5%	-4.5%	1.2%	1.3	14.0%	2.9	8.0%	7.2%	5.8%
O=C(CSc1nnc(NCc2ccccc2)s1)N1CCOCC1	i	-9.7%	15.6%	-0.4	24.9%	-3.1	0.1%	-0.2%	-0.6%
Cc1cc(NC(=O)COC(=O)COc2ccc(Cl)cc2C)c([N+](=O)[O-])cc1C	i	-6.4%	0.1%	-0.1	1.2%	8.0	-2.0%	4.7%	-1.6%
NC(N)=NC1=NC(=O)C(Cc2ccccc2)S1 (stereo not given)	i	-2.8%	3.2%	-3.0	9.4%	7.1	4.3%	4.7%	7.5%
CCNC(=O)COC(=O)C1CCN(S(=O)(=O)c2ccc3c(c2)OCCO3)CC1	-10.8%	0.6%	3.6%	-0.5	-3.4%	-0.8	7.4%	-3.9%	5.7%
CS(=O)(=O)c1ccccc1C(=O)Nc1ccccc1Cc1ccccc1	-10.4%	-14.0%	-5.6%	-0.3	-29.5%	0.9	-3.9%	-7.9%	8.9%
Cc1cc2nc(N)sc2cc1C	i	-1.7%	-1.4%	-0.7	1.7%	1.5	4.1%	0.0%	8.1%
Cc1cc(C)cc(OCc2nc(-c3cccnc3)no2)c1	-1.2%	7.2%	0.6%	-2.5	-44.5%	3.5	-17.5%	0.2%	8.6%
CCOc1ccc(Cl)cc1C(c1c(C)[nH][nH]c1=O)c1c(C)[nH][nH]c1=O	i	?	-0.4%	-1.4	12.5%	1.2	4.1%	-3.1%	-6.4%
Cc1ccc(-c2cc(C(F)F)n3ncc(C(=O)Nc4c(C)nn(Cc5c(Cl)cccc5Cl)c4C)c3n2)cc1	-2.7%	-1.3%	-7.8%	0.3	11.9%	0.4	-3.8%	1.4%	-5.7%
O=C(O)CCCCCCC1C(=O)NC(=O)N1CCC(O)C1CCCCC1 (stereo not given)	?	2.1%	4.2%	-0.3	27.0%	-0.9	-13.7%	-5.4%	18.4%
C=C(C)c1cccc(C(C)(C)NC(=O)Nc2nnc(C(C)C)s2)c1	i	-2.4%	7.9%	-0.6	10µM*	5.7	-2.4%	-0.5%	9.3%
N#Cc1ccc(CN2CCN(C(=O)CC(NC(=O)c3ccccc3)c3ccccc3)CC2)cc1 (stereo not given)	i	-6.6%	-8.4%	0.5	-5.3%	6.6	13.8%	34.4%[activator]	16.9%
Cc1ccc(NC(=O)COC(=O)c2sccc2C)cc1S(=O)(=O)N1CCOCC1	-25.4%	-4.9%	-12.6%	-0.1	-18.9%	1.6	5.1%	-3.0%	14.4%
COc1ccc(OC)c(C2CC(=O)N3CN(c4cccc(Cl)c4C)CSC3=C2C#N)c1 (stereo not given)	-25.0%	?	-0.8%	-0.2	-11.7%	-64.4*	1.7%	-17.5%	0.5%
O=C(Nc1cccc2ccccc12)/C(=C/c1ccc([N+](=O)[O-])cc1)NC(=O)c1ccccc1	11.3%[57.5 µM]	-3.1%	-3.6%	-1.7	-5.3%	nt	6.6%	0.0%	-11.2%
COc1ccc(S(=O)(=O)N2CCC(C(=O)N(C)Cc3ccc(C)o3)CC2)cc1OC	-25.5%	-18.1%	-6.5%	-0.8	57.0%[activator]	-17.0	6.6%	-11.0%	4.1%
Cc1ccc(C(=O)Nc2ccc(Cl)cc2C)c(Cl)c1	-30.6%	-13.9%	-7.2%	0.0	-27.1%	-5.5	8.0%	-21.2%	6.9%
CN(C)/C=C/C(=O)c1ccc(Cl)cc1Cl	-18.3%	-9.3%	2.6%[7.66 µM]	-0.5	-31.7%[7.66 µM]	3.2	2.2%	-5.8%	3.5%

Additional compounds follow.
Compound	PTHR1 agonist	PLK1 PBD inh	GLP1R cytotox	IL-2 act	GLP1R inv ag	PI5P4Ka inh	EPAC1 agonist	EPAC1 antagonist	GLP1R ag
Cc1ccc2[nH]c(=O)c(CN(CC3CCCO3)S(=O)(=O)c3c(C)ccc4nsnc34)cc2c1 (stereo not given)	-4.0%[57.5 µM]	-5.7%	-16.9%	-2.5	0.0%	nt	1.2%	-3.9%	-8.3%
Cc1ccc(C)c(S(=O)(=O)N2C(=S)NC(=O)C2CC(C)C)c1 (stereo not given)	-12.3%	-0.5%	-2.4%	-2.8	-19.2%	1.0	-3.5%	-3.7%	-2.3%
CC(=O)c1ccc(CC2SC(N)=NC2=O)cc1 (stereo not given)	i	-13.5%	3.3%	-0.4	6.9%	-7.3	3.4%	-14.3%	-1.0%
CCOc1ccc(-c2ccc(SCC(=O)N3CCOCC3)nn2)cc1	-22.3%	-1.7%	16.5%	-2.5	-12.7%	-11.0	1.1%	4.4%	1.3%
CCOC(=O)c1c(C)[nH]c2c1cc(O)c1ccccc12	i	-7.4%	6.9%	-2.5	10.2%	nt	-2.8%	6.8%	1.4%
CSCC(=O)N1CCC(n2nccc2NC(=O)CCCc2ccccc2)CC1	-8.2%	-2.2%	9.8%	-1.8	15.2%	5.3	1.0%	-17.7%	-7.4%
CC(=O)N1CCN(c2ccc(NC(=O)c3ccco3)cc2)CC1	i	4.4%	2.7%	-0.5	-14.0%	-1.0	5.5%	4.1%	3.4%
Nc1ccc(Br)cc1C(=O)O	-10.4%	-1.0%	1.6%	-3.0	-16.5%	3.5	6.8%	-2.7%	?
Oc1c(Cl)cc(Cl)cc1/C=N/NC(=S)NC1CC2C=CC1C2 (stereo not given)	-21.6%	?	nt	-2.8	?	-61.1*	-3.6%	-24.5%	9.7%
CCN(CC)CCCNC(=O)c1c(O)c2cc(F)cc3c2n(c1=O)C(C)CC3 (stereo not given)	-24.2%	-1.8%	-21.9%	1.1	7.94µM*	-4.8	-1.6%	-7.0%	-4.5%
COCCNC(=O)C(c1ccc(F)cc1)N(Cc1ccco1)C(=O)CCC(=O)Nc1nccs1 (stereo not given)	i	-3.9%	-13.6%	-2.7	7.8%	2.5	-1.7%	7.1%	0.9%
Cc1cc(C)nc(/N=C2/NC(=O)CS2)n1	?	?	3.8%	-1.4	22.0%	nt	-7.9%	-9.9%	0.0%
Cc1cccc(C)c1NC(=O)CN(C)CC(=O)Nc1ccccc1Br	i	-3.2%	-9.8%	-1.0	-13.6%	0.1	5.0%	4.9%	-0.3%
CCCCn1c(SCC(=O)Nc2cc(C)on2)nnc1-c1ccncc1	i	-5.7%	12.9%	0.6	27.5%	-5.0	8.4%	-18.3%	7.6%
O=C(NC(=S)Nc1ccc(N2CCOCC2)cc1)c1ccc2c(c1)OCCO2	-47.9%[inhibitor]	8.44µM*	-26.1%	-0.8	?	-17.8	-1.8%	2.0%	2.3%
COc1ccc(-c2noc(N(C)CC(=O)Nc3cccc(C(F)(F)F)c3)n2)cc1	-32.1%[inhibitor][57.5 µM]	1.5%	-25.9%	0.9	?	0.4	-9.4%	-9.3%	-2.8%
COc1ccc(-c2nnc(SCc3cccc(Cl)c3)o2)cc1	-0.9%	nt	7.8%	nt	5.8%	nt	nt	nt	0.0%
N#Cc1c(N)nc2c(c1-c1ccncc1)CCCCC2	i	-3.9%	5.7%	2.1	0.0%	nt	2.7%	-6.5%	1.1%
COc1ccc(OC)c(NC(=O)COC(=O)c2c(C)noc2C)c1	i	2.5%	-4.2%	0.5	-2.4%	-0.5	15.9%	1.1%	8.4%
CCCN(CC(=O)Nc1ccccc1C)C(=O)c1ccc(S(=O)(=O)N2CCC(C)CC2)cc1	-19.4%	-3.2%	14.2%	-4.5	-2.9%	5.0	-1.3%	4.4%	0.7%
O=P(O)(C(O)c1ccccc1)C(O)c1ccccc1 (stereo not given)	i	-20.5%	7.1%	-2.6	2.2%	-0.5	1.9%	0.1%	-2.6%

Results in EPAC1 agonist and PTHR1 agonist, for some of the entries so far:
mol,EPAC1 agonist,PTHR1 agonist
CCOc1ccc(-c2ccc(SCC(=O)N3CCOCC3)nn2)cc1,1.1%,-22.3%
CCOC(=O)c1c(C)[nH]c2c1cc(O)c1ccccc12,-2.8%,i
